SENP7 block = inhibitors of human SENP7 protease; Q9BQF6; recombinant SENP7, Z-RLRGG-aminoluciferin luminescence, 40 min; inhibition, % at 5 µM; 330,000 tested, 1.5% active; AID 434973;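 active means inhibition above about 50% at the single test dose, limit read from the data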;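 further: plate controls were DMSO with enzyme for no effect and no enzyme buffer wells for full effect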
Target sequence (Q9BQF6 706-1050 limits assumed): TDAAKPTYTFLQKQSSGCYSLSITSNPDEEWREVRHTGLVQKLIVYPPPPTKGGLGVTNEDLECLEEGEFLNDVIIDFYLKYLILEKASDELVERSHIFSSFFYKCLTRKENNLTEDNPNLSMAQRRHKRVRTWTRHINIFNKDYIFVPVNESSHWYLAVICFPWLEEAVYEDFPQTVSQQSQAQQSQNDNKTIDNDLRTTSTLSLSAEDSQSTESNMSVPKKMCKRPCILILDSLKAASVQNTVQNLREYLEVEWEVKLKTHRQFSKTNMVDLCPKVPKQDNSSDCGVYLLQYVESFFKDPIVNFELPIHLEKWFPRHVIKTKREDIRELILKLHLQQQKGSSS
UBC13 inh = blocks human UBC13 polyubiquitin chain formation | P61088 | TR-FRET | inhibition, % at 20 µM | 330,000 tested, 0.47% active | AID 485273; in the data active means inhibition above about 45%, passing the limit was not always enough
Target sequence (P61088 whole entry, looked up): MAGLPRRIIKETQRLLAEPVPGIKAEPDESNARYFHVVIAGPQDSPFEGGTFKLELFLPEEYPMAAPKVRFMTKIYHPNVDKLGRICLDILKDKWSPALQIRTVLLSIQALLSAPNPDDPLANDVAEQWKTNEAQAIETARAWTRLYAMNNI
A3G deaminase = inhibitors of human APOBEC3G DNA deaminase. Q9HC16. recombinant A3G, ssDNA deamination FAM/TAMRA fluorescence. inhibition, % at 20 µM. 330,000 tested, 0.28% active. AID 493012;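 active means inhibition of at least 40% at 20 µM, with no more than 30% in the related APOBEC3A deaminase screen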;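 further: plate controls were DMSO wells with A3G for no effect and wells lacking A3G enzyme for full effect; some compounds called inactive have numbers as strong as hits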
SENP1 FRET inh = blocks the human SENP1 SUMO protease catalytic domain. AID 624204. 360,000 tested, 0.21% active. recombinant SENP1 catalytic domain, CyPet-SUMO1-YPet FRET cleavage. Q9P0U3. inhibition, % at 10 µM;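 active means inhibition at least 30% at 10 µM, raw YFP signal under a set limit, fluorescence ratio 0.5 to 1.5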;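 further: 0% = enzyme with DMSO and 100% = no enzyme wells; some results filed as inactive read as strong as hits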
Target sequence (Q9P0U3 419-644 limits assumed): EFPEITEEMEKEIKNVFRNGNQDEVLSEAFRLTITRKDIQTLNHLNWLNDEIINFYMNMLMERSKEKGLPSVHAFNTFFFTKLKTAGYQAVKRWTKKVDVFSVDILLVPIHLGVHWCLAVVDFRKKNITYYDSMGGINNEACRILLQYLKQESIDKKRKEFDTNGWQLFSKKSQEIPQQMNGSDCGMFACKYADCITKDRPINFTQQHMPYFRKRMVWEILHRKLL
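system = hSENP1 catalytic domain, recombinant | reagent = SFCypet-SUMO1-SFYpet substrate at 25 nM | doses = one dose per compound, 10 µM, 0.5% DMSO | incubation = enzyme reaction for 50 min at room temperature, dark | measured by = FRET, CFP and YFP emission | controls = no-enzyme low, enzyme-DMSO high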
SENP8 block-1 = inhibitors of human SENP8 protease | recombinant SENP8, Nedd8 substrate fluorescence | inhibition, % at 20 µM | 360,000 tested, 0.64% active | AID 602440 | Q96LD8; in the data active means inhibition mostly above about 40%, no sharp cut-off; inactive means mostly below about 27%
Target sequence (Q96LD8 whole entry, looked up): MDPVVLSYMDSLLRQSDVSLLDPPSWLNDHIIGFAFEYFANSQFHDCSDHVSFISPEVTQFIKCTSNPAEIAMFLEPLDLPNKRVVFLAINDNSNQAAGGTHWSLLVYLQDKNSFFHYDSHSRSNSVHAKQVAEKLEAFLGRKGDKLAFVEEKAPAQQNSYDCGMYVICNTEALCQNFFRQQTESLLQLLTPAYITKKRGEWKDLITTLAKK
SENP8 block-2 = SENP8 protease inhibition; Q96LD8; 330,000 tested, 1.2% active; purified SENP8, Z-RLRGG-aminoluciferin cleavage, luminescence; inhibition, % at 10 µM; AID 2540; in the data active means inhibition above about 50%
SENP6 inh = blocks the human protease SENP6; Recombinant SENP6 catalytic domain, aminoluciferin luminescence; inhibition, % at 10 µM; Q9GZR1; 330,000 tested, 1.8% active;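 active means inhibition above about 50% at the single tested dose, limit read from the data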;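 further: plate controls were DMSO wells with enzyme for no effect and DMSO wells lacking enzyme for full effect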
Apaf-1 inh = human Apaf-1 inhibition | O14727 | 330,000 tested, 0.71% active | inhibition, % at 20 µM | reconstituted apoptosome caspase-3 activity, DEVD-Rh110 fluorescence | AID 489030; active means inhibition of at least 40% at 20 µM;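 further: plate controls were DMSO wells for no effect and DEVD-CHO caspase inhibitor wells for full effect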
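System: Apoptosome proteins | Medium: Hepes pH 7.5 with detergent and BSA | Also added: Cytochrome c trigger plus (Z-DEVD)2-Rh110 caspase-3 substrate | Incubation: 30 min compound preincubation, 50 min activation, room temperature | Detection: Rhodamine 110 fluorescence at Ex 480/Em 540 nm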
* hit, by the source's call.

What do the screens show for `O=C(COc1ccc2c3c(c(=O)oc2c1)CCCC3)NC(Cc1ccc(Cl)cc1)C(=O)O` (stereo unspecified)?
SENP7 block: -2; UBC13 inh: -8; A3G deaminase: 1; SENP1 FRET inh: 0; SENP8 block-1: -192; SENP8 block-2: 5; SENP6 inh: 12; Apaf-1 inh: 0

How did Cc1cc(=O)oc2c3c(cc(OCC(=O)NCCCn4ccnc4)c12)OC(C)(C)CC3 do in these assays?
SENP7 block: 5; UBC13 inh: 21; A3G deaminase: -8; SENP1 FRET inh: 0; SENP8 block-1: -3; SENP8 block-2: 8; SENP6 inh: -6; Apaf-1 inh: -10

Results for Cc1ccc(-n2nnnc2SCC#N)cc1 ?
SENP7 block: 8; UBC13 inh: 0; A3G deaminase: 0; SENP1 FRET inh: 1; SENP8 block-1: 27; SENP8 block-2: 1; SENP6 inh: -13; Apaf-1 inh: -10

How did CN/S(=N/S(=O)(=O)c1ccccc1)c1ccc(C)cc1 (stereo unspecified) do in these assays?
SENP7 block: -1; UBC13 inh: 4; A3G deaminase: -10; SENP1 FRET inh: 2; SENP8 block-1: 16; SENP8 block-2: 4; SENP6 inh: -14; Apaf-1 inh: -4

What do the screens show for `CCOc1cc(CNc2ccc(N(C)C)cc2)cc(Br)c1OCC(=O)NC(C)(C)C`?
SENP7 block: 31; UBC13 inh: -8; A3G deaminase: -6; SENP1 FRET inh: 3; SENP8 block-1: 11; SENP8 block-2: 8; SENP6 inh: 8; Apaf-1 inh: 44*

How did CN(C)CCN(Cc1cccs1)S(=O)(=O)c1csc(C(N)=O)c1 do in these assays?
SENP7 block: -9; UBC13 inh: -3; A3G deaminase: -4; SENP1 FRET inh: 1; SENP8 block-1: 14; SENP8 block-2: 4; SENP6 inh: -7; Apaf-1 inh: 8

What do the screens show for `CCC/C=C(\CCC)C(NC(=O)c1ccc(C(F)(F)F)cc1)c1ccccc1` (stereo unspecified)?
SENP7 block: -18; UBC13 inh: 3; A3G deaminase: -15; SENP8 block-2: -9; SENP6 inh: -8; Apaf-1 inh: 8

How did COc1cc2c(cc1NC(=O)CC1SC(N3CCCC3)=NC1=O)oc1ccccc12 (stereo unspecified) do in these assays?
SENP7 block: 2; UBC13 inh: 9; A3G deaminase: -7; SENP1 FRET inh: -5; SENP8 block-1: -12; SENP8 block-2: -4; SENP6 inh: 4; Apaf-1 inh: 19

How did COc1ccc(C(=O)/C=C/C(=O)N(Cc2ccc3c(c2)OCO3)C(C(=O)NC2CCCCC2)c2ccncc2)c(O)c1 (stereo unspecified) do in these assays?
SENP7 block: -1; UBC13 inh: 7; A3G deaminase: -7; SENP1 FRET inh: 4; SENP8 block-1: 0; SENP8 block-2: -3; SENP6 inh: -21; Apaf-1 inh: 22

How did C/C=C/C(=O)OCC(=O)Nc1cc(OC)c([N+](=O)[O-])cc1C do in these assays?
SENP7 block: 3; UBC13 inh: 5; A3G deaminase: 0; SENP1 FRET inh: 2; SENP8 block-1: 20; SENP8 block-2: -2; SENP6 inh: -1; Apaf-1 inh: -5

Results for Cc1ccc(C)c2nc(Cl)c(C3NC(=O)c4ccccc4N3)cc12 (stereo unspecified) ?
SENP7 block: 5; UBC13 inh: 1; A3G deaminase: -8; SENP1 FRET inh: -11; SENP8 block-1: -73; SENP8 block-2: -2; SENP6 inh: -14; Apaf-1 inh: 6

Results for O=C(Cc1cccc2ccccc12)OCn1nnc2ccccc2c1=O ?
SENP7 block: 0; UBC13 inh: 4; A3G deaminase: 2; SENP1 FRET inh: 8; SENP8 block-1: 20; SENP8 block-2: -8; SENP6 inh: -14; Apaf-1 inh: 15

What do the screens show for `CCN(C(=O)CSc1nnc(C)n1-c1cccc(C)c1)C1CCS(=O)(=O)C1` (stereo unspecified)?
SENP7 block: -5; UBC13 inh: 2; A3G deaminase: -7; SENP1 FRET inh: 2; SENP8 block-1: 7; SENP8 block-2: 7; SENP6 inh: 4; Apaf-1 inh: -4

How did Nc1ccccc1C(=O)N1CCCC1 do in these assays?
SENP7 block: 5; UBC13 inh: 1; A3G deaminase: -7; SENP1 FRET inh: -2; SENP8 block-1: -27; SENP8 block-2: 4; SENP6 inh: -16; Apaf-1 inh: -2

How did CCC(Oc1ccc(C)cc1)C(=O)Nc1ccc(S(=O)(=O)Nc2cc(C)on2)cc1 (stereo unspecified) do in these assays?
SENP7 block: 3; UBC13 inh: -6; A3G deaminase: -2; SENP1 FRET inh: 3; SENP8 block-1: 12; SENP8 block-2: 3; SENP6 inh: -7; Apaf-1 inh: 6

What do the screens show for `O=C(Nc1c2c(nn1-c1ccc(Cl)cc1)CS(=O)(=O)C2)C1CC1`?
SENP7 block: -5; UBC13 inh: 4; A3G deaminase: -4; SENP1 FRET inh: 2; SENP8 block-1: 6; SENP8 block-2: 0; SENP6 inh: -23; Apaf-1 inh: -5

Results for CCCCN(C(=O)c1cc2ccccc2o1)c1c(N)n(CCC)c(=O)[nH]c1=O ?
SENP7 block: 3; UBC13 inh: 6; A3G deaminase: -5; SENP1 FRET inh: -2; SENP8 block-1: 3; SENP8 block-2: 6; SENP6 inh: -8; Apaf-1 inh: -9

Results for COc1ccc(OC)c(N/C(C)=C/C(=O)c2ccc(C)o2)c1 ?
SENP7 block: 5; UBC13 inh: -6; A3G deaminase: -7; SENP1 FRET inh: -3; SENP8 block-1: 13; SENP8 block-2: 3; SENP6 inh: -12; Apaf-1 inh: 5

What do the screens show for `CCCN(CCC)S(=O)(=O)c1ccc(C(=O)NCc2n[nH]c(=S)n2-c2ccc(Cl)c(Cl)c2)cc1`?
SENP7 block: 1; UBC13 inh: -1; A3G deaminase: -14; SENP1 FRET inh: 2; SENP8 block-1: -2; SENP8 block-2: 8; SENP6 inh: -6; Apaf-1 inh: 13

How did CCn1nc(C)cc1C(=O)N(C)C1CCCN(Cc2ccccc2F)C1 (stereo unspecified) do in these assays?
SENP7 block: -2; UBC13 inh: -2; A3G deaminase: -10; SENP1 FRET inh: 0; SENP8 block-1: 7; SENP8 block-2: 6; SENP6 inh: -16; Apaf-1 inh: -1

Results for Nc1c(C(=O)Nc2ccc3c(c2)OCCO3)nnn1Cc1ccc(F)cc1 ?
SENP7 block: 6; UBC13 inh: 7; A3G deaminase: -5; SENP1 FRET inh: 1; SENP8 block-1: 5; SENP8 block-2: -11; SENP6 inh: -12; Apaf-1 inh: 6

How did Cc1cnc(C)c(N2CCN(Cc3cn(C)nc3-c3cccc(Cl)c3)CC2)n1 do in these assays?
SENP7 block: -5; UBC13 inh: -1; A3G deaminase: -3; SENP1 FRET inh: 1; SENP8 block-1: -58; SENP8 block-2: 0; SENP6 inh: 1; Apaf-1 inh: 11

What do the screens show for `COc1ccc(C(=O)NCC(=O)N/N=C/c2cn[nH]c2-c2ccccc2)cc1`?
SENP7 block: -1; UBC13 inh: -2; A3G deaminase: -7; SENP1 FRET inh: 2; SENP8 block-1: 5; SENP8 block-2: 7; SENP6 inh: 6; Apaf-1 inh: 1

What do the screens show for `CCOc1ccc(C2C(C(=O)c3cccs3)=C(O)C(=O)N2CCN2CCOCC2)cc1` (stereo unspecified)?
SENP7 block: 0; UBC13 inh: -8; A3G deaminase: -4; SENP1 FRET inh: 1; SENP8 block-1: 14; SENP8 block-2: 7; SENP6 inh: -11; Apaf-1 inh: 5

What do the screens show for `C[C@H](NC(=O)N1CCC(Cc2ccccc2)CC1)C(=O)O`?
SENP7 block: -2; UBC13 inh: 6; A3G deaminase: -7; SENP1 FRET inh: 2; SENP8 block-1: 6; SENP8 block-2: 9; SENP6 inh: 1; Apaf-1 inh: -4

How did C1CCC(Nc2nc3nonc3nc2N2CCSCC2)C1 do in these assays?
SENP7 block: -7; UBC13 inh: -12; A3G deaminase: -5; SENP1 FRET inh: -3; SENP8 block-1: 19; SENP8 block-2: -10; SENP6 inh: 2; Apaf-1 inh: -6

What do the screens show for `CCOc1ccc(S(=O)(=O)Nc2ccccc2SC)c2cccnc12`?
SENP7 block: 3; UBC13 inh: -2; A3G deaminase: -4; SENP1 FRET inh: 1; SENP8 block-1: 4; SENP8 block-2: 0; SENP6 inh: -10; Apaf-1 inh: -7

Results for c1ccc(CCNc2nc(-c3ccncc3)nc3ccccc23)cc1 ?
SENP7 block: -3; UBC13 inh: 17; A3G deaminase: -5; SENP1 FRET inh: 0; SENP8 block-1: -96; SENP8 block-2: 2; SENP6 inh: -19; Apaf-1 inh: 2

What do the screens show for `COC(=O)c1ccc(C(=O)N(C)C2CCCN(Cc3ccccc3F)C2)nc1` (stereo unspecified)?
SENP7 block: 7; UBC13 inh: -8; A3G deaminase: -1; SENP1 FRET inh: 2; SENP8 block-1: 25; SENP8 block-2: 1; SENP6 inh: 4; Apaf-1 inh: 8

Results for CSC(=NC#N)N1CCN(c2cccc(Cl)c2)CC1 ?
SENP7 block: 3; UBC13 inh: 1; A3G deaminase: -7; SENP1 FRET inh: 1; SENP8 block-1: 10; SENP8 block-2: -1; SENP6 inh: -2; Apaf-1 inh: 3

Four structures out of the list, ordered by number of heavy atoms, falling.
How did Cc1cnc(C)c(N2CCN(Cc3cn(C)nc3-c3cccc(Cl)c3)CC2)n1 do in these assays?
SENP7 block: -5; UBC13 inh: -1; A3G deaminase: -3; SENP1 FRET inh: 1; SENP8 block-1: -58; SENP8 block-2: 0; SENP6 inh: 1; Apaf-1 inh: 11

Results for Nc1c(C(=O)Nc2ccc3c(c2)OCCO3)nnn1Cc1ccc(F)cc1 ?
SENP7 block: 6; UBC13 inh: 7; A3G deaminase: -5; SENP1 FRET inh: 1; SENP8 block-1: 5; SENP8 block-2: -11; SENP6 inh: -12; Apaf-1 inh: 6

Results for c1ccc(CCNc2nc(-c3ccncc3)nc3ccccc23)cc1 ?
SENP7 block: -3; UBC13 inh: 17; A3G deaminase: -5; SENP1 FRET inh: 0; SENP8 block-1: -96; SENP8 block-2: 2; SENP6 inh: -19; Apaf-1 inh: 2

How did C1CCC(Nc2nc3nonc3nc2N2CCSCC2)C1 do in these assays?
SENP7 block: -7; UBC13 inh: -12; A3G deaminase: -5; SENP1 FRET inh: -3; SENP8 block-1: 19; SENP8 block-2: -10; SENP6 inh: 2; Apaf-1 inh: -6

Next part
Results for N=c1n(CC(=O)c2cccs2)c2ccccc2n1Cc1ccccc1 ?
SENP7 block: -4; UBC13 inh: 2; A3G deaminase: -9; SENP1 FRET inh: 4; SENP8 block-1: 9; SENP8 block-2: -11; SENP6 inh: -22; Apaf-1 inh: 10

How did CN(Cc1ccccc1)C(=O)c1ccc(NC(=O)Cc2ccc([N+](=O)[O-])cc2)cc1 do in these assays?
SENP7 block: -6; UBC13 inh: 21; A3G deaminase: -11; SENP1 FRET inh: 3; SENP8 block-1: 6; SENP8 block-2: -3; SENP6 inh: -9; Apaf-1 inh: 21

Results for COc1ccc2[nH]cc(CCNS(=O)(=O)c3ccc(NC(C)=O)cc3)c2c1 ?
SENP7 block: 6; UBC13 inh: 4; A3G deaminase: -2; SENP1 FRET inh: -5; SENP8 block-1: -14; SENP8 block-2: 5; SENP6 inh: -26; Apaf-1 inh: -3

Results for O=c1c2ccccc2oc2cc(-c3ccc4cc[nH]c4c3)ccc12 ?
SENP7 block: -13; UBC13 inh: 2; A3G deaminase: -6; SENP1 FRET inh: 0; SENP8 block-1: inactive; SENP8 block-2: -11; SENP6 inh: -23; Apaf-1 inh: 13

How did CC(C)c1ccc(NC(=O)CSc2n[nH]c(=O)n2Cc2ccco2)cc1 do in these assays?
SENP7 block: 10; UBC13 inh: -7; A3G deaminase: -4; SENP1 FRET inh: 4; SENP8 block-1: 24; SENP8 block-2: -10; SENP6 inh: -13; Apaf-1 inh: 3

How did CCNC(C(=O)c1c[nH]c2c(CC)cccc12)c1ccccc1 (stereo unspecified) do in these assays?
SENP7 block: -2; UBC13 inh: 50*; A3G deaminase: -10; SENP1 FRET inh: 0; SENP8 block-1: -8; SENP8 block-2: 10; SENP6 inh: -3; Apaf-1 inh: 0

Compound activity (PubChem)
